mIAP block: inhibitors of mouse IAP, primary screen, biochemical, luminescence, uHTS | hit rate 0.2% among 330,000 | purified mouse IAP, CDP-Star luminescence, 30 min | intestinal alkaline phosphatase [Mus musculus] | inhibition, % at 10 µM;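 active means inhibition of at least 40% at 10 µM in the primary screen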;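 further: plate controls were DMSO with enzyme for no effect and no enzyme wells for full effect; values of inactives mirror those of a sister screen read the other way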
beta cell repl: inducers of MIN6 beta-cell proliferation, primary screen, ATP luminescence, uHTS. MIN6 cells proliferation, ATPlite luminescence, 48 h; cells starved in 0.2% serum; 100% = growth in 10% serum. proliferation, % at 10 µM. hit rate 0.29% among 330,000;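 active means compounds whose signal lies at least 3.5 SD above the mean of all wells on their plate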;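 further: 0% = DMSO-treated cells in low-serum medium and 100% = 10% serum control; some compounds called inactive have numbers as strong as hits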
mIAP activ: activators of mouse IAP, primary screen, biochemical, luminescence, uHTS. intestinal alkaline phosphatase [Mus musculus]. muIAP, CDP-Star luminescence, 30 min; stronger effect = higher value; 1 = vehicle-only enzyme signal, 0 = enzyme-free wells. activation factor at 10 µM. hit rate 0.24% among 330,000;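 active means activation factor of at least 2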; further: the source names both 10 and 20 µM as test concentration; values of inactives mirror those of a sister screen read the other way
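Assay system: mouse IAP enzyme; Reagent: CDP-Star chemiluminescent phosphatase substrate; Compound: DMSO-dissolved test compounds; Incubation: 30 min, room temperature; Technique: luminescence from enzymatic CDP-Star hydrolysis; Controls: DMSO-only wells and no-enzyme negative control.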
hIAP inh: human IAP inhibitors, primary screen, biochemical, luminescence, uHTS | hit rate 0.12% among 330,000 | Intestinal-type alkaline phosphatase (Homo sapiens), P09923 | inhibition, % at 10 µM | purified IAP, CDP-Star luminescence, 30 min;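 active means inhibition reaching a set limit with compound at 10 µM in the primary screen, cut at about 35% in these data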;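 further: plate controls were DMSO wells with enzyme for no effect and no-enzyme buffer wells for full effect; values of inactives mirror those of a sister screen read the other way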
hIAP activ: human IAP activators, primary screen, biochemical, luminescence, uHTS | Intestinal-type alkaline phosphatase (Homo sapiens), P09923 | purified human IAP, CDP-Star luminescence, 30 min; stronger effect = higher value; 1 = vehicle-only enzyme, 0 = enzyme-free background | activation factor at 10 µM | hit rate 0.16% among 330,000 | AID 2524, 2010;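 active means activation factor of the enzyme at least 2-fold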; further: the source names both 10 and 20 µM as test concentration; values of inactives mirror those of a sister screen read the other way
SENP1 FRET inh: human SENP1 catalytic domain inhibitors, primary screen, biochemical, FRET, uHTS. recombinant SENP1 catalytic domain, CyPet-SUMO1-YPet FRET cleavage. inhibition, % at 10 µM. hit rate 0.21% among 360,000. AID 624204, 2012;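 active means inhibition at least 30% at 10 µM, raw YFP signal under a set limit, fluorescence ratio 0.5 to 1.5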;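 further: 0% = enzyme with DMSO and 100% = no enzyme wells; some results filed as inactive read as strong as hits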
Target sequence (Q9P0U3 419-644 limits assumed): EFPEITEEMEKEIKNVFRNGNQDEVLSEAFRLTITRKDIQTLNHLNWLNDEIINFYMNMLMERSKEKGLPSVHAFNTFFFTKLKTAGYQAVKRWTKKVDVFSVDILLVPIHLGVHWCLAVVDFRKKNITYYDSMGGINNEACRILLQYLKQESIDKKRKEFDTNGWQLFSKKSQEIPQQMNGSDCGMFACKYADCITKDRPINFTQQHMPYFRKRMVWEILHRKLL
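System: Recombinant human SENP1 catalytic domain, His6-tagged | Incubation: Enzyme reaction for 50 min at room temperature, dark | Medium: Tris pH 8 with BME, BSA, NP40 and catalase | Also added: 25 nM SUMO1 FRET substrate | Compound: 10 µM single point, 0.5% DMSO | Measured by: FRET fluorescence in CFP and YFP emission channels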
NLRP3 yeast inh: NALP3 inflammasome inhibitors in reconstituted yeast, primary screen, luminescence, uHTS | inhibition, % at 10 µM | hit rate 0.39% among 330,000 | AID 2825, 2010 | Yeast reconstituted NLRP3/ASC/caspase-1, beta-gal luminescence, 24 h;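 active means inhibition of 50% or more; inactive means inhibition below 50%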;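 further: plate controls were induced DMSO wells for no effect and uninduced yeast grown without galactose for full effect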
A3A deaminase: APOBEC3A ssDNA deaminase inhibitors, primary screen, selectivity assay for APOBEC3G inhibitor project, biochemical, FAM/TAMRA oligo cleavage fluorescence. hit rate 0.41% among 330,000. inhibition, % at 20 µM. recombinant A3A, FAM/TAMRA ssDNA deamination fluorescence;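 active means at least 40% inhibition at 20 µM here, with at most 30% in a related deaminase screen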;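 further: plate controls were A3A with DMSO for no effect and wells lacking A3A enzyme for full effect; some results filed as inactive read as strong as hits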
Target sequence (P31941 whole entry, looked up): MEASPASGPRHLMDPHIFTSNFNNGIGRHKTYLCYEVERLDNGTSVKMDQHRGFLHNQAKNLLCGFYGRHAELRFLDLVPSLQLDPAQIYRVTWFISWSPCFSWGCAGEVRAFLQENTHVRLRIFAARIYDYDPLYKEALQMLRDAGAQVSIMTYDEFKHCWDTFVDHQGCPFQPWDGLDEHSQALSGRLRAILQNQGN
A3G deaminase: APOBEC3G DNA deaminase inhibitors, primary screen, biochemical, fluorescence, single-stranded DNA substrate, uHTS. DNA dC->dU-editing enzyme APOBEC-3G (Homo sapiens), Q9HC16. recombinant A3G, ssDNA deamination FAM/TAMRA fluorescence. inhibition, % at 20 µM. hit rate 0.28% among 330,000;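 active means inhibition of at least 40% at 20 µM, with no more than 30% in the related APOBEC3A deaminase screen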;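 further: plate controls were DMSO wells with A3G for no effect and wells lacking A3G enzyme for full effect; some compounds called inactive have numbers as strong as hits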
Target sequence (Q9HC16 whole entry, looked up): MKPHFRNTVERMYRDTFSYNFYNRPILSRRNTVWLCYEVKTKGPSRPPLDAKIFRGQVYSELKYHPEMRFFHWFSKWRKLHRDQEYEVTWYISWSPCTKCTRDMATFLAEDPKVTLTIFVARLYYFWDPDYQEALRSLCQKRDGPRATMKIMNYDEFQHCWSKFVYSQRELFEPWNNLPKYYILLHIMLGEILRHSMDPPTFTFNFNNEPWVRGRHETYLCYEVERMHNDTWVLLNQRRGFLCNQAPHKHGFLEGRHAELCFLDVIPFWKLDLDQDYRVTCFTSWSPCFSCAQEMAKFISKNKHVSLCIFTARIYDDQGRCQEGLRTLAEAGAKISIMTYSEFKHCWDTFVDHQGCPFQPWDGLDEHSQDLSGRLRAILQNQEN
* hit, by the source's call; . = no result given. Some of the compounds tested; rates above refer to the full screens.

SMILES | mIAP block | beta cell repl | mIAP activ | hIAP inh | hIAP activ | SENP1 FRET inh | NLRP3 yeast inh | A3A deaminase | A3G deaminase
CC(C)CN(CC(C)C)C(=O)CN1C(=O)NC2(CCc3ccccc3C2)C1=O (stereo not given) | 4 | 1 | 0.95 | 0 | 1 | 0 | 7 | 9 | -7
CCOC(=O)N1CCN(C(=O)COc2cccc3c2CCN(Cc2ccc(F)cc2)C3=O)CC1 | 0 | 3 | 1 | -17 | 1.2 | 2 | 4 | 1 | -4
Cc1ccc(S(=O)(=O)N2CCOCC2)cc1NC(=O)COC(=O)CNC(=O)c1ccccc1 | -28 | 0 | 1.3 | 4 | 0.96 | 1 | 7 | -2 | -5
CN(C(=O)CN1CCC(NC(=O)C2CCCCC2)CC1)C1CCCCC1 | 10 | -2 | 0.9 | 1 | 0.99 | 1 | -1 | -2 | -4
COc1cc(/C=N/NC(=O)CN2CCOCC2)ccc1OCc1ccccc1 | 0 | 0 | 1 | -2 | 1 | 4 | 6 | -4 | -9
CC1CC(=O)C(C2c3ccccc3CCN2C(=O)CCl)C(=O)C1 (stereo not given) | -1 | 1 | 1 | -10 | 1.1 | -1 | -14 | -2 | -5
Cn1c(N)c(C(=O)COC(=O)c2cccnc2Cl)c(=O)n(C)c1=O | 0 | 3 | 1 | 7 | 0.93 | 0 | 13 | -4 | -1
Cc1ccc2oc(C(=O)N(Cc3ccncc3)CC3CCCO3)c(C)c2c1 (stereo not given) | 2 | -1 | 0.98 | 18 | 0.82 | 1 | 16 | 0 | 3
CC(=O)Nc1ccc(S(=O)(=O)Nc2nc3n(n2)C(c2ccccc2)CC(=O)N3)cc1 (stereo not given) | -9 | -4 | 1.1 | 6 | 0.94 | 2 | 17 | -3 | -2
Cc1ccc(NC(=O)c2cc3c(s2)CCCC3)cc1S(=O)(=O)Nc1ccccc1Cl | -3 | -6 | 1 | 1 | 0.99 | 2 | 1 | 2 | -1
COc1cc(OC)nc(Oc2ccccc2C(=O)Oc2ccc(C)cc2)n1 | 1 | 1 | 0.99 | 7 | 0.93 | 0 | 8 | 1 | -9
CCOc1ccc(C(=O)Nc2ccc(S(=O)(=O)Nc3nccc(C)n3)cc2)cc1OCC | -4 | -5 | 1 | -6 | 1.1 | 4 | 11 | 4 | -1
Cc1c(S(=O)(=O)Nc2ccc3c(c2)OCCO3)c(=O)n(C)c(=O)n1C | 11 | 1 | 0.89 | 7 | 0.93 | 1 | 15 | 8 | -1
CCC(=O)Nc1nc2n(n1)C(c1ccc(OC)cc1)C=C(c1ccccc1)N2 (stereo not given) | 7 | 0 | 0.93 | 8 | 0.92 | . | 5 | -1 | -3
O=C(CCc1nnc(-c2ccccc2)o1)NCc1cc(F)ccc1F | -1 | -2 | 1 | 0 | 1 | 0 | 11 | -3 | 3
Cc1ccc(/C=N/NC(=O)CNC(=O)c2ccc(S(=O)(=O)N(C)C)cc2)cc1 | 11 | -3 | 0.89 | 8 | 0.92 | 2 | 2 | -2 | -5
O=C(COC(=O)c1ccc2ccccc2n1)Nc1ccccc1F | -1 | -2 | 1 | -5 | 1.1 | 24 | 0 | -3 | -8
O=C(Cn1nnc(-c2ccc(S(=O)(=O)N3CCCC3)cc2)n1)Nc1ccccc1-n1cccc1 | 4 | -3 | 0.95 | 2 | 0.98 | 3 | 4 | -1 | 5
CN1C(=O)N(C)C2(c3ccccc3)NC(=O)NC12c1ccccc1 (stereo not given) | 6 | -2 | 0.94 | -20 | 1.2 | 3 | 3 | 1 | 0
O=C(Cn1ncc2c([nH]c3ccccc32)c1=O)NCCc1ccc(Cl)cc1 | 4 | -2 | 0.96 | -18 | 1.2 | -25 | 22 | -3 | 0
CCn1c2ccccc2c2cc(NC(=O)COC(=O)c3cc(OC)c(OC)cc3OC)ccc21 | -6 | 0 | 1.1 | 19 | 0.81 | 0 | 22 | -3 | -4
Cc1cc(C)cc(NC(=O)N2CCCC2C(=O)NCc2ccco2)c1 (stereo not given) | 6 | -3 | 0.94 | -8 | 1.1 | 2 | 0 | -2 | -7
COc1ccc2nc(NC(=O)c3cnccn3)sc2c1 | -4 | -4 | 1 | -16 | 1.2 | -5 | 40 | 9 | 2
COc1ccc(-c2sc3ccc(N4CCOCC4)cc3c2C#Cc2ccsc2)cc1 | 16 | -4 | 0.84 | -1 | 1 | -13 | 15 | 2 | -5
O=C(Cn1cnc2c(cnn2-c2ccc(F)cc2)c1=O)OCc1ccccc1 | 9 | -2 | 0.91 | -11 | 1.1 | -1 | -11 | 0 | -7
O=S(=O)(c1ccccc1)N(CC1CO1)c1ccccc1 (stereo not given) | 3 | -2 | 0.97 | 9 | 0.91 | 3 | -38 | 0 | -6
CN1CCCN(S(=O)(=O)c2ccccc2)CC1 | 4 | -1 | 0.96 | 3 | 0.97 | 1 | 12 | 67* | 17
Clc1cnc2nc(SC/C=C/c3ccccc3)[nH]c2c1 | 12 | -3 | 0.88 | 2 | 0.98 | -1 | 8 | -3 | -7
Cc1cc(OCC(=O)NCC2CCC(C(=O)O)CC2)c2c(C)cc(=O)oc2c1 (stereo not given) | 10 | -2 | 0.9 | 12 | 0.89 | 3 | 14 | -4 | -5
COc1ccc(N2CCN(c3nc(Nc4ccc(C)c(F)c4)nc(N4CCCC4)n3)CC2)cc1 | -3 | -2 | 1 | 1 | 0.99 | 1 | 12 | 5 | -15
Cn1cc([N+](=O)[O-])c(C(=O)Nc2nc(-c3ccc(Cl)cc3)cs2)n1 | 9 | -4 | 0.91 | -11 | 1.1 | 3 | 18 | 1 | -1
O=C(C1CCC1)N(CCc1ccccc1)Cc1nc2ccccc2c(=O)[nH]1 | 2 | -1 | 0.98 | -9 | 1.1 | -6 | 6 | 2 | 3
COc1ccc([C@@H]2CC=C(C(=O)O)[C@H](c3ccc(C)cc3)N2S(=O)(=O)c2ccc(C)cc2)cc1OC | -3 | -2 | 1 | 2 | 0.98 | -2 | 5 | -6 | -7
COc1cc2c(cc1OC)CN(c1ccc(F)cc1[N+](=O)[O-])CC2 | 7 | -2 | 0.93 | 18 | 0.82 | 0 | 26 | 0 | -8
CN(C1CCCCC1)S(=O)(=O)c1ccc(S(=O)(=O)N2CCCC2)cc1 | 10 | 3 | 0.9 | 16 | 0.84 | 0 | 18 | 0 | -1
CNC(=O)c1ccc(Nc2nnc(-c3ccc(C)c(S(=O)(=O)NCC4CCCO4)c3)c3ccccc23)cc1 (stereo not given) | 0 | -1 | 1 | 2 | 0.98 | -8 | 1 | -2 | -5
N#Cc1c(N)nc2c(c1-c1ccc3c(c1)OCO3)CCc1ccccc1-2 | -21 | -6 | 1.2 | 5 | 0.95 | -44 | 16 | 0 | -5
CC(=O)c1ccc(NC(=O)CSc2ccc3nnc(-c4cccnc4)n3n2)cc1 | 11 | -2 | 0.89 | -35 | 1.3 | 1 | -5 | 1 | -3
CC(C)(C)c1ccc(C(=O)Nc2ccc(Oc3cccnc3)nc2)cc1 | -25 | -2 | 1.2 | -20 | 1.2 | 2 | 15 | -5 | -6
CCOc1ccc2c(c1)sc1nc(C(=O)OC)cc(=O)n12 | -1 | 0 | 1 | 15 | 0.85 | -3 | -10 | -4 | -9
NC(=O)COc1ccccc1C(=O)O | -13 | -3 | 1.1 | 8 | 0.92 | 5 | 9 | -6 | -5
CC(=O)c1ccc(OCc2cc(C(=O)NC(C)c3cnn(C)c3)no2)cc1 (stereo not given) | -4 | -2 | 1 | 7 | 0.93 | -1 | 13 | 0 | -6
O=C(Cc1c(F)cccc1Cl)NCC1CCCO1 (stereo not given) | -2 | 0 | 1 | -88 | 1.9 | 1 | 11 | -3 | -3
CCOCC(=O)NCc1ccc2c(c1)cc(C)n2C | 10 | 2 | 0.9 | 22 | 0.78 | -7 | 19 | -2 | -2
NC1=C(c2ccc([N+](=O)[O-])cc2)C(=O)CO1 | 5 | 2 | 0.95 | -12 | 1.1 | 10 | 8 | 0 | -6
CN1CCN(c2ccc(Cl)cc2NC(=O)c2cc(=O)[nH]c3ccccc23)CC1 | 9 | -6 | 0.91 | 5 | 0.95 | -12 | 4 | 1 | -3
O=C(C1CCC(=O)N(C2CC2)C1)N1CCC(Oc2cccc(C(F)(F)F)c2)CC1 (stereo not given) | 7 | -1 | 0.93 | -16 | 1.2 | 4 | 6 | -1 | -3
COc1ccccc1-c1nnc(SCC(=O)Nc2ccc(N3CCOCC3)cc2)n1N | -6 | -4 | 1.1 | -2 | 1 | 5 | 6 | -2 | 3
CN1CCN(C(=O)c2cc3c(ccc4ccccc43)oc2=O)CC1 | -1 | 2 | 1 | 5 | 0.95 | -116 | -7 | -4 | -9
CCc1ccc(-n2c(SCC(=O)N3Cc4ccccc4CC3C(=O)O)nnc2-c2ccncc2)cc1 (stereo not given) | 0 | -1 | 1 | -3 | 1 | 2 | -12 | 2 | -7
CC(C)(C)C(=O)O/N=C(\N)c1ccc(Oc2cc(Cl)cc(Cl)c2)c([N+](=O)[O-])c1 | 9 | -1 | 0.91 | -10 | 1.1 | 0 | 18 | 4 | 0
O=C(CS(=O)(=O)c1ccccc1)Nc1ccc(Cl)cn1 | -5 | -3 | 1.1 | -2 | 1 | 0 | 0 | 3 | 1
COc1ccc(OCC(=O)N2CCCC2=O)c([N+](=O)[O-])c1 | 6 | 3 | 0.94 | -7 | 1.1 | -1 | 8 | 1 | 3
CNC(=S)N(Cc1ccco1)Cc1cc2cc3c(cc2[nH]c1=O)OCCO3 | 3 | -3 | 0.97 | 2 | 0.98 | 2 | 6 | 1 | -5
CC1Cc2ccccc2N1C(=O)COC(=O)/C=C/c1cccc(F)c1 (stereo not given) | 3 | -2 | 0.97 | -7 | 1.1 | 0 | 18 | 3 | -1
CCC(Sc1nc2cc(OC)c(OC)cc2c(=O)n1CCc1ccc(OC)c(OC)c1)C(=O)NCCOC (stereo not given) | -1 | -1 | 1 | -8 | 1.1 | 0 | 11 | -1 | -5
Cc1sc2nc(CSCC(=O)NC3(C#N)CCCCC3)[nH]c(=O)c2c1C | 11 | 1 | 0.89 | 1 | 0.99 | -5 | 13 | 15 | -4
